M1AAP inhibition: P. falciparum M1AAP inhibitors, biochemical, fluorogenic H-Leu-NHMec substrate, 1536-well (AID 1445); recombinant M1AAP, H-Leu-NHMec fluorogenic kinetic assay; higher % means a stronger effect; inhibition, % at 30 µM; hits with a dose series show IC50 in µM; hit rate 0.42% among 220,000;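 active = primary inhibition above the hit cutoff, then over 50% inhibition at one or more dose response concentrations, cut at about 23% in these data, passing the limit was not always enough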;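 note: plate controls were DMSO full reaction for no effect and no enzyme background for full effect; strong numbers were not always called active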
T cell modulator: T cell immune modulation candidate; 2C CD8+ T cell-vesicle binding, flow cytometry; hits give low values; calls only at 7 µM; hit rate 0.068% among 330,000;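 active = response, share of CD8 T cells binding vesicles, and their 90th percentile fluorescence all below set limits, cut at about 80% in these data, passing the limit was not always enough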
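Incubation: binding step 1.5 h, 37 °C, antibody labelling 20 min, ice; system: murine 2C transgenic CD8+ T lymphocytes; technique: cytometric PE anti-B7-1 and Alexa647 anti-CD8 signals after 1% paraformaldehyde fixation; also added: QL9-charged Drosophila Ld/ICAM-1/B7-1 vesicles; control set: naked versus QL9-loaded vesicles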
human PMI inhibitors: MPI inhibition at elevated mannose 6-phosphate – biochemical, fluorescence intensity, high mannose 6-phosphate, primary screen (AID 1220); hit rate 0.66% among 190,000; recombinant PMI enzyme, coupled fluorescence intensity; higher % means a stronger effect; inhibition, % at 20 µM, or IC50 in µM where a hit was titrated
West Nile antiviral: inhibition of WNV-induced cytopathic effect – cell-based, CPE readout (AID 1621) | West Nile virus-infected cells, CPE inhibition; higher % means a stronger effect | CPE inhibition, % at 10 µM; hits with a dose series show IC50 in µM | hit rate 0.02% among 290,000; in the data active = a potency from the dose series; note: strong numbers were not always called active
TNAP activators: stimulation of alkaline phosphatase TNAP activity – biochemical, luminescent, no phosphate acceptor, uHTS, primary screen (AID 1001). one-dose activation fold at 20 µM; EC50 in µM for titrated hits. hit rate 0.03% among 200,000. purified TNAP, luminescent activation assay, no phosphate acceptor; higher activation fold means a stronger effect; in the data active = activation fold from about 3, or a potency from the dose series; inactive = the rest, 99 in 100 with activation fold below about 1.6; note: many of its hits are not listed in these tables
K1F lysis inhibition: protection from phage-mediated lysis, alamar blue read-out – E. coli UTI89, K1F phage, bacterial capsule biogenesis inhibitors (AID 488966); inhibition, % at 100 µM; hits with a dose series show IC50 in µM; hit rate 0.02% among 340,000; E. coli UTI89 K1F phage lysis, alamar blue, 2 h; higher % means a stronger effect;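 active = phage lysis inhibition, versus mean bacterial control, above a set limit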;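 note: capsule biogenesis inhibitors block K1F phage lysis so surviving cells raise fluorescence; higher fluorescence means more inhibition of phage lysis; actives were called in the ten point dose series up to 300 µM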
RSV CPE inhibition: inhibition of RSV-induced cytopathic effect – HEp-2 cells, primary 10 µM value included (AID 2391) | hit rate 0.13% among 310,000 | HEp-2 cells, RSV-induced CPE inhibition; higher % means a stronger effect | one-dose CPE inhibition, % at 10 µM; IC50 in µM for titrated hits; in the data active = a potency from the dose series; note: strong numbers were not always called active
PMI inhibitors: inhibitors of human PMI, primary screen, biochemical, fluorescence intensity, coupled assay (AID 1209); purified PMI enzyme, coupled fluorescence intensity; higher % means a stronger effect; inhibition, % at 20 µM; hits with a dose series show IC50 in µM; hit rate 0.42% among 190,000;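 note: plate controls were DMSO vehicle for no effect and wells lacking substrate for full effect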
M17LAP inhibition: P. falciparum M17LAP inhibitors, primary screen, biochemical, fluorogenic H-Leu-NHMec substrate, 1536-well (AID 1619) | hit rate 0.38% among 220,000 | recombinant M17LAP, H-Leu-NHMec fluorogenic kinetic assay; higher % means a stronger effect | inhibition, % at 30 µM; hits with a dose series show IC50 in µM;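 active = compound inhibiting the enzyme by more than half at any dose during confirmatory dose-response retesting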;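 note: plate controls were full reaction with DMSO carrier for no effect and no enzyme background for full effect; strong numbers were not always called active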
T cell modulator vesicle-bound %: recorded beside T cell modulator, whose call it bears; double positive events, %; measured here: CD8+ vesicle-bound cell fraction;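 binding gate set so that unloaded-vesicle control wells show 10% double positive cells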
* hit, by the source's call; [ ] = dose if it differs, or a comment. Cut-off read from the data, not from the text of the source, unless noted: active = inhibition above about 50%; inactive = the rest.

CCSc1nnc(NC(=O)C2CCN(S(=O)(=O)c3ccccc3C(F)(F)F)CC2)s1 was read as M1AAP inhibition -1%, T cell modulator inactive, human PMI inhibitors 9%, West Nile antiviral -1.4%, TNAP activators 1, K1F lysis inhibition 0.9%[50 µM], RSV CPE inhibition 22%, PMI inhibitors 16%, M17LAP inhibition 2% and T cell modulator vesicle-bound % 45.
`CCN(c1ccccc1)S(=O)(=O)c1ccc(Cl)c(NC(=O)CN2C(=O)NC3(CCCC3)C2=O)c1` gave T cell modulator inactive, West Nile antiviral -0.2%, K1F lysis inhibition -0.2%, RSV CPE inhibition 7.1% and T cell modulator vesicle-bound % 13.
Cc1ccc(C(=O)NC(=S)Nc2ccc(Oc3ccc(Cl)cc3)cc2)cc1 was read as M1AAP inhibition -2%, T cell modulator inactive, human PMI inhibitors 10%, West Nile antiviral -0.5%, TNAP activators 1, K1F lysis inhibition -0.1%, RSV CPE inhibition 7.3%, PMI inhibitors 11%, M17LAP inhibition -5% and T cell modulator vesicle-bound % 52.
CC(=O)c1cccc(NC(=O)N2CCCC(C(=O)c3cc(F)ccc3F)C2)c1 (stereo not drawn) was read as T cell modulator inactive, human PMI inhibitors 2%, West Nile antiviral -0.4%, TNAP activators 1, K1F lysis inhibition -0.7%, RSV CPE inhibition 1.1%, PMI inhibitors 13% and T cell modulator vesicle-bound % 44.
Screening COc1cc(/C=C/C(=O)OCC(=O)NC(=O)NC23CC4CC(CC(C4)C2)C3)ccc1OCC#N returned M1AAP inhibition -2%, T cell modulator inactive, human PMI inhibitors 15%, West Nile antiviral -1.7%, TNAP activators 1, K1F lysis inhibition -0.1%, RSV CPE inhibition 5.9%, PMI inhibitors 14%, M17LAP inhibition -10% and T cell modulator vesicle-bound % 38.
Cc1ccc(NC(=O)CSc2ccc(-c3ccccn3)nn2)c(C)c1 was read as T cell modulator inactive, West Nile antiviral -1.1%, K1F lysis inhibition 1.1%[50 µM], RSV CPE inhibition 0.6% and T cell modulator vesicle-bound % 14.
For Cc1ccc(C(C)NC(=O)c2ccc3c(c2)OCO3)cc1C (stereo not drawn) the results were T cell modulator inactive, West Nile antiviral -0.2%, K1F lysis inhibition 1.6%[50 µM], RSV CPE inhibition 2.3% and T cell modulator vesicle-bound % 60.
COCCN1Cc2cccc(C(=O)N3CCN(c4cc(C)ccc4C)CC3)c2C1=O was read as M1AAP inhibition 14%, T cell modulator inactive, human PMI inhibitors 12%, West Nile antiviral -0.2%, TNAP activators 1.1, K1F lysis inhibition -1.8%, RSV CPE inhibition 2.8%, PMI inhibitors 9%, M17LAP inhibition -36% and T cell modulator vesicle-bound % 24.
CCN(c1ccccc1)S(=O)(=O)c1ccc2[nH]c(=O)c(=O)[nH]c2c1 was read as T cell modulator inactive, West Nile antiviral 0.0%, K1F lysis inhibition -0.1%, RSV CPE inhibition 0.5% and T cell modulator vesicle-bound % 52.
COc1ccc(Cn2ccnc2CO)cc1[N+](=O)[O-] was read as M1AAP inhibition 0%, T cell modulator inactive, human PMI inhibitors -9%, West Nile antiviral 0.4%, TNAP activators 1, K1F lysis inhibition 1.0%, RSV CPE inhibition 0.2%, PMI inhibitors -19%, M17LAP inhibition 7% and T cell modulator vesicle-bound % 29.
Screening Cc1ccc(CC2S/C(=C(/C#N)C(=O)N3CCOCC3)N(c3ccccc3)C2=O)cc1 (stereo not drawn) returned M1AAP inhibition 5%, T cell modulator inactive, human PMI inhibitors -2%, West Nile antiviral -0.8%, TNAP activators 1, K1F lysis inhibition 2.4%, RSV CPE inhibition 2.1%, PMI inhibitors 2%, M17LAP inhibition 8% and T cell modulator vesicle-bound % 57.
`COc1ccc(OC)c(C2=NS(=O)(=O)N(C)C(C(=O)Nc3cccc(C(C)=O)c3)=C2)c1` gave T cell modulator inactive, West Nile antiviral -0.4%, K1F lysis inhibition 0.0%, RSV CPE inhibition 3.4% and T cell modulator vesicle-bound % 8.
Screening CCn1ncc(-c2cc(C(=O)O)no2)c1C returned M1AAP inhibition 0%, T cell modulator inactive, West Nile antiviral 0.5%, TNAP activators 1.1, RSV CPE inhibition 1.9%, M17LAP inhibition 14% and T cell modulator vesicle-bound % 38.
Screening Cc1c(CC(=O)N[C@@H](C)C(=O)O)c(=O)oc2cc3oc4c(c3cc12)CCCC4 returned T cell modulator inactive, West Nile antiviral 0.2%, K1F lysis inhibition 0.1%, RSV CPE inhibition 1.8% and T cell modulator vesicle-bound % 49.
Screening CCOC(=O)C1=NN(c2ccc(C)cc2)C2(S1)SC(C(C)=O)=C(C)N2c1ccccc1 (stereo not drawn) returned M1AAP inhibition 8%, T cell modulator inactive, human PMI inhibitors 4%, West Nile antiviral 0.4%, TNAP activators 1, K1F lysis inhibition 1.5%, RSV CPE inhibition 15%, PMI inhibitors 16%, M17LAP inhibition -10% and T cell modulator vesicle-bound % 18.
C#CCNC(=O)C1=C[C@H](C(C)(C)C)C[C@H](OCc2ccc(CO)cc2)O1 was read as M1AAP inhibition 2%, T cell modulator inactive, human PMI inhibitors 8%, West Nile antiviral -0.4%, TNAP activators 1.1, K1F lysis inhibition 0.5%, RSV CPE inhibition 1.6%, PMI inhibitors 9%, M17LAP inhibition -3% and T cell modulator vesicle-bound % 46.
O=C(CCn1cnnn1)Nc1ccc(Cl)c(Cl)c1 was read as M1AAP inhibition 3%, T cell modulator inactive, human PMI inhibitors -1%, West Nile antiviral -0.9%, TNAP activators 1.1, K1F lysis inhibition 0.1%, RSV CPE inhibition 3.1%, PMI inhibitors -1%, M17LAP inhibition 32% and T cell modulator vesicle-bound % 59.
`CC(=O)Nc1ccc(S(=O)(=O)Oc2ccc(Br)cc2C(=S)N2CCOCC2)cc1` gave T cell modulator inactive, West Nile antiviral -0.2%, K1F lysis inhibition -0.3%, RSV CPE inhibition 1.0% and T cell modulator vesicle-bound % 36.
Screening O=C(Nc1ncnc2sc3c(c12)CCCCC3)c1ccc(F)cc1 returned M1AAP inhibition -4%, T cell modulator inactive, human PMI inhibitors -1%, West Nile antiviral -0.1%, TNAP activators 1.1, K1F lysis inhibition 0.3%, RSV CPE inhibition 0.3%, PMI inhibitors 2%, M17LAP inhibition 7% and T cell modulator vesicle-bound % 50.
For Cn1c(SCC(=O)NCc2ccc3c(c2)OCO3)nc2c(c1=O)SCC2 the results were T cell modulator inactive, West Nile antiviral 1.4%, K1F lysis inhibition 0.3%[50 µM], RSV CPE inhibition 2.2% and T cell modulator vesicle-bound % 14.

Gathered by group, the entries above with fluorine
CCSc1nnc(NC(=O)C2CCN(S(=O)(=O)c3ccccc3C(F)(F)F)CC2)s1 was read as M1AAP inhibition -1%, T cell modulator inactive, human PMI inhibitors 9%, West Nile antiviral -1.4%, TNAP activators 1, K1F lysis inhibition 0.9%[50 µM], RSV CPE inhibition 22%, PMI inhibitors 16%, M17LAP inhibition 2% and T cell modulator vesicle-bound % 45.
CC(=O)c1cccc(NC(=O)N2CCCC(C(=O)c3cc(F)ccc3F)C2)c1 (stereo not drawn) was read as T cell modulator inactive, human PMI inhibitors 2%, West Nile antiviral -0.4%, TNAP activators 1, K1F lysis inhibition -0.7%, RSV CPE inhibition 1.1%, PMI inhibitors 13% and T cell modulator vesicle-bound % 44.
Screening O=C(Nc1ncnc2sc3c(c12)CCCCC3)c1ccc(F)cc1 returned M1AAP inhibition -4%, T cell modulator inactive, human PMI inhibitors -1%, West Nile antiviral -0.1%, TNAP activators 1.1, K1F lysis inhibition 0.3%, RSV CPE inhibition 0.3%, PMI inhibitors 2%, M17LAP inhibition 7% and T cell modulator vesicle-bound % 50.

Next section
Screening O=C(Cc1ccc(Cl)cc1)Nc1ccccc1Sc1ccccc1 returned M1AAP inhibition 3%, T cell modulator inactive, human PMI inhibitors 7%, West Nile antiviral -1.2%, TNAP activators 1.1, K1F lysis inhibition 0.6%[50 µM], RSV CPE inhibition 3.0%, PMI inhibitors 9%, M17LAP inhibition 14% and T cell modulator vesicle-bound % 32.
`O=C(NCC1CCCO1)C(c1ccncc1)N(Cc1cccs1)C(=O)CN1C(=O)c2ccccc2S1(=O)=O` (stereo not drawn) gave M1AAP inhibition 6%, T cell modulator inactive, human PMI inhibitors 0%, West Nile antiviral -0.4%, TNAP activators 1.1, K1F lysis inhibition 0.1%, RSV CPE inhibition -1.8%, PMI inhibitors -4%, M17LAP inhibition 15% and T cell modulator vesicle-bound % 63.
C/C(=N\NC(=O)CCn1nnc2ccccc21)c1ccco1 was read as M1AAP inhibition -1%, T cell modulator inactive, West Nile antiviral 0.9%, K1F lysis inhibition -2.1%, RSV CPE inhibition 1.9%, M17LAP inhibition 5% and T cell modulator vesicle-bound % 48.
`Cc1cc(C)n(-c2nc3ccccc3c(=O)n2OCCOc2ccccc2)n1` gave M1AAP inhibition 4%, T cell modulator inactive, human PMI inhibitors 1%, West Nile antiviral -0.8%, TNAP activators 1.1, K1F lysis inhibition -0.3%, RSV CPE inhibition 3.4%, PMI inhibitors -8%, M17LAP inhibition -6% and T cell modulator vesicle-bound % 38.
`CC(=O)c1c(C)[nH]c(C(=O)OCc2cccc(C)c2)c1C` gave T cell modulator inactive, West Nile antiviral -0.4%, K1F lysis inhibition 0.3%, RSV CPE inhibition 3.0% and T cell modulator vesicle-bound % 29.
COCCN(C(=O)CCC(=O)Nc1nccs1)C(C(=O)NCCC(C)C)c1ccc(F)cc1 (stereo not drawn) was read as T cell modulator inactive, West Nile antiviral -0.5%, K1F lysis inhibition 0.1%, RSV CPE inhibition 1.3% and T cell modulator vesicle-bound % 44.
Screening CS(=O)(=O)N1CCCC(C(=O)NCCc2ccccc2)C1 (stereo not drawn) returned M1AAP inhibition 5%, T cell modulator inactive, human PMI inhibitors 9%, West Nile antiviral -0.7%, TNAP activators 1.1, K1F lysis inhibition 0.1%, RSV CPE inhibition 1.3%, PMI inhibitors 12%, M17LAP inhibition -1% and T cell modulator vesicle-bound % 24.
O=C1N/C(=C/c2cccn2-c2ccccc2)C(=O)N1c1cccc(Cl)c1 was read as M1AAP inhibition 7%, T cell modulator inactive, human PMI inhibitors -16%, West Nile antiviral -0.8%, TNAP activators 1.1, K1F lysis inhibition 2.4%[50 µM], RSV CPE inhibition 0.1%, PMI inhibitors -26%, M17LAP inhibition -6% and T cell modulator vesicle-bound % 5.
Cc1c(Cl)cccc1Nc1nc(NCCO)c2ccccc2n1 was read as T cell modulator inactive, West Nile antiviral -2.1%, K1F lysis inhibition 3.9%, RSV CPE inhibition 1.3% and T cell modulator vesicle-bound % 60.
Screening c1ccc(Cn2c(CN3CCCC3)nc3ccccc32)cc1 returned M1AAP inhibition 1%, T cell modulator inactive, human PMI inhibitors 1%, West Nile antiviral -1.7%, TNAP activators 1.1, K1F lysis inhibition 2.3%, RSV CPE inhibition -0.4%, PMI inhibitors 3%, M17LAP inhibition -10% and T cell modulator vesicle-bound % 46.

Screening results as filed in PubChem.
